Assay outcomes deposited in PubChem by several laboratories.
IDE cell inh = inhibits human insulin-degrading enzyme in HEK cells | P14735 | FAbetaB cleavage, fluorescence polarization | inhibition, % at 5.59 µM | hit rate 0.41% among 320,000;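 active = percent inhibition above the average of all tested compounds plus 3 SD, set per screening campaign, cut at about 16% in these data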;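 note: IDE supplied by intact live HEK cells; FP after avidin binding of uncleaved biotin substrate so inhibition keeps polarization high; 0% = DMSO wells and 100% = 60 µM reference IDE inhibitor Ii1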
Target sequence (P14735 whole entry, looked up): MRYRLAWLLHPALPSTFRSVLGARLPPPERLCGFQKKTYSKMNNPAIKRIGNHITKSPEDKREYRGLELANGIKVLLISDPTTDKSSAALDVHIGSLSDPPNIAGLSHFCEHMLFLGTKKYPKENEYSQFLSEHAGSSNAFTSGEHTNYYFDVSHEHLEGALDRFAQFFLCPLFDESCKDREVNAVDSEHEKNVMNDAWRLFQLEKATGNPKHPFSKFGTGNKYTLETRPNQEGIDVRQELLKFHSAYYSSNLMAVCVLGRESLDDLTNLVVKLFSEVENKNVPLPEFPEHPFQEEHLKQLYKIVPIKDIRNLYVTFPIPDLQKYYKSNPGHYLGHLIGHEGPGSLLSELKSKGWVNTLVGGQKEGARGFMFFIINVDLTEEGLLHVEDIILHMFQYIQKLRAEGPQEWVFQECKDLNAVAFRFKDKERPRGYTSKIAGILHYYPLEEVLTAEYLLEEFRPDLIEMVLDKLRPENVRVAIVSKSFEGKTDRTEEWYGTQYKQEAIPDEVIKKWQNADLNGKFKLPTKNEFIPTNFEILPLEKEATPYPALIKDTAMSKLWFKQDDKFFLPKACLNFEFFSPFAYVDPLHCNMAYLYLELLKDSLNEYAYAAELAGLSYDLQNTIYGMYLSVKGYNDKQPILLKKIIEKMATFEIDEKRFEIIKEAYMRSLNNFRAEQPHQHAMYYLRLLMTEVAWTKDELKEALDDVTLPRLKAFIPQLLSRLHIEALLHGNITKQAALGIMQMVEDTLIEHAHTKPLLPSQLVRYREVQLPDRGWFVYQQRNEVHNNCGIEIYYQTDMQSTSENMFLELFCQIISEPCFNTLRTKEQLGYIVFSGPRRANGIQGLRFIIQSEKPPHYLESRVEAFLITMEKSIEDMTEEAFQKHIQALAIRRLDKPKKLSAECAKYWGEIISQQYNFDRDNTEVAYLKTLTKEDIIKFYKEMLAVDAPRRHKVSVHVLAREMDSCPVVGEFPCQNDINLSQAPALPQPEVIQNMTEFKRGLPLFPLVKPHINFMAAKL
M4 antag = antagonists of human muscarinic M4 receptor (CHRM4) | P08173 | CHO-hM4 cells, ACh EC80, Fluo-8 calcium fluorescence | inhibition, % at 3 µM | hit rate 0.73% among 360,000 | AID 624125;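 active = inhibition above its plate's cutoff, the mean inhibition of sample wells plus 3 SD, cut at about 27% in these data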;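 note: 0% = acetylcholine EC80 with DMSO and 100% = DMSO without agonist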
M4 PAM = CHRM4 positive allosteric modulation. hit rate 0.4% among 360,000. activation, % at 3 µM. CHO-K1 hM4/Gqi5, Fluo-8 calcium fluorescence, ACh EC20; 0% = ACh EC20, 100% = maximal ACh. P08173;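 active = activation above its plate's cutoff, the mean activation of sample wells plus 3 SD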; note: some results filed as inactive read as strong as hits
M5 PAM = potentiates acetylcholine response at human M5 receptor. P08912. CHO-K1 hM5, Fluo-8 calcium, ACh EC20 PAM; 0% = ACh EC20, 100% = ACh EC100. activation, % at 3 µM. hit rate 0.3% among 360,000. AID 624038;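 active = activation above the run cutoff, the mean activation of all test compounds plus 3 SD, cut at about 18% in these data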
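system = human M5 receptor in CHO-K1 cells | compound = one concentration, 3 µM final (nominal) | schedule = Post-acetylcholine fluorescence recording 140 s | signal = Fluo-8 calcium dye fluorescence, kinetic read | benchmarks = low control EC20 acetylcholine (0%), high control EC100 acetylcholine (100%) | repeats = singlicate, one well per test compound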
CRFBP-R2 block = antagonists of CRF-binding protein/CRF-R2 receptor complex. HEK293 CRF-R2/CRF-BP, CRF-induced calcium fluorescence. inhibition, % at 11.8 µM. AID 588475. hit rate 0.59% among 350,000;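 active = inhibition of the ligand-induced calcium signal above about 50% at the single tested concentration, limit read from the data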
CHRM4 agonist = CHRM4 agonism in calcium assay. P08173. CHO-K1 hM4/Gqi5, Fluo-8 calcium fluorescence; vehicle 0%, full acetylcholine response 100%. activation, % at 3 µM. hit rate 0.14% among 360,000. AID 624127;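 active = activation above the run mean over all test wells plus 3 SD, cut at about 32% in these data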;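 note: peak over basal fluorescence ratio per well then scaled between controls; 0% = DMSO wells and 100% = acetylcholine at EC100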
CRFR2-BP ag = CRF-BP/CRF-R2 complex agonism | HEK293 CRF-R2/CRF-BP, calcium dye fluorescence (FLIPR); percent of saturating CRF peptide response | activation, % at 13.2 µM | hit rate 0.46% among 350,000;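 active = activation of at least 50%, plus an integration ratio under a set limit after plate pattern correction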;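 note: plate controls were neutral control wells without compound for no effect and CRF at EC100 for full effect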
CHRM5 agonist = CHRM5 agonism in calcium assay; P08912; CHO-K1 hM5 cells, Fluo-8 calcium fluorescence; 0% DMSO wells, 100% maximal acetylcholine response; activation, % at 3 µM; hit rate 0.19% among 360,000; AID 624037;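 active = activation above the run's mean over test compounds plus 3 SD, cut at about 23% in these data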;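 note: signal is peak over basal fluorescence ratio across the kinetic read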
M5 antag = blocks acetylcholine activation of human M5 receptor | P08912 | CHO-hM5 cells, Fluo-8 calcium fluorescence, ACh EC80 | inhibition, % at 3 µM | hit rate 0.59% among 360,000 | AID 624040;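 active = inhibition above a per-plate cutoff, the mean of that plate's test compounds plus 3 SD, cut at about 27% in these data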;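 note: 0% = acetylcholine EC80 with DMSO and 100% = DMSO without agonist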
* = called active by the depositor.

`Cc1cc(C)cc(OCC(=O)NCC2CCCO2)c1` (stereo unspecified) gave IDE cell inh 2, M4 antag 6, M4 PAM -2, M5 PAM -3, CRFBP-R2 block 1, CHRM4 agonist 3, CRFR2-BP ag 2.8, CHRM5 agonist 0 and M5 antag 0.
O=C(c1cc(C2CC2)nn1-c1ccccc1)N1CCN(c2ccccc2O)CC1 was read as IDE cell inh -1, M4 antag 0, M4 PAM -6, M5 PAM -6, CRFBP-R2 block 4, CHRM4 agonist 7, CRFR2-BP ag -1.0, CHRM5 agonist -1 and M5 antag 10.
Screening CC(=O)N(C)C1(c2nnnn2CCOC(=O)Nc2ccc(Cl)cc2)CCCCC1 returned IDE cell inh 2, M4 antag 4, M4 PAM 5, M5 PAM 1, CRFBP-R2 block -2, CHRM4 agonist 1, CRFR2-BP ag -0.2, CHRM5 agonist 1 and M5 antag -8.
Screening C=CCNc1oc(-c2cccc3ccccc23)nc1C#N returned IDE cell inh 2, M4 antag -3, M4 PAM 6, M5 PAM -1, CRFBP-R2 block -14, CHRM4 agonist -2, CRFR2-BP ag 0.4, CHRM5 agonist -3 and M5 antag 7.
For CC(=O)C1=C(O)C(=O)N(Cc2ccccc2)C1c1ccc(F)cc1 (stereo unspecified) the results were IDE cell inh 1, M4 antag -4, M4 PAM -6, M5 PAM -10, CRFBP-R2 block 56*, CHRM4 agonist 15, CRFR2-BP ag -0.4, CHRM5 agonist 0 and M5 antag 24.
For COc1ccc(-n2c(SCC(C)=O)nc3sc(C)c(C)c3c2=O)cc1 the results were IDE cell inh 1, M4 antag -4, M4 PAM 6, M5 PAM 4, CRFBP-R2 block 20, CHRM4 agonist 0, CRFR2-BP ag 1.5, CHRM5 agonist 0 and M5 antag 3.
Screening O=C(CN1C(=O)NC2(CCCC2)C1=O)NCc1ccc(Cl)cc1 returned IDE cell inh -3, M4 antag 2, M4 PAM 5, M5 PAM 5, CRFBP-R2 block 1, CHRM4 agonist 1, CRFR2-BP ag -4.1, CHRM5 agonist 6 and M5 antag 5.
Screening Cc1ccc(NC(=O)COC(=O)c2ccc3ncsc3c2)c(C)c1 returned M4 antag 0, M4 PAM 7, M5 PAM 0, CRFBP-R2 block 4, CHRM4 agonist 1, CRFR2-BP ag -0.5, CHRM5 agonist 1 and M5 antag 14.
Screening O=C(c1cccc(Cl)c1)N1CCN(Cc2ccccc2)CC1 returned M4 antag 0, M4 PAM 1, M5 PAM -2, CRFBP-R2 block -2, CHRM4 agonist 1, CRFR2-BP ag -0.9, CHRM5 agonist -2 and M5 antag -4.
`C=CCn1c(CCNC(=O)c2cccs2)nnc1SCC(=O)c1ccc(Br)cc1` gave IDE cell inh -2, M4 antag -6, M4 PAM -5, M5 PAM -15, CRFBP-R2 block -14, CHRM4 agonist 6, CRFR2-BP ag 1.0, CHRM5 agonist -1 and M5 antag 12.
Cc1ccc(S(=O)(=O)N2C[C@H]3C(=O)C[C@@H](c4ccccc4)N(S(=O)(=O)c4ccc(C)cc4)[C@H]3C[C@H]2c2cccc(C)c2)cc1 was read as M4 antag -13, M4 PAM 1, M5 PAM -4, CHRM4 agonist -1, CHRM5 agonist 3 and M5 antag -4.
Screening Clc1ccc(-c2nnc(-c3ccco3)nc2N2CCCCC2)cc1 returned IDE cell inh 9, M4 antag 3, M4 PAM 10, M5 PAM -5, CRFBP-R2 block -4, CHRM4 agonist 0, CRFR2-BP ag 0.4, CHRM5 agonist -6 and M5 antag -1.
For CC(=O)Nc1ccc(C)cc1 the results were IDE cell inh 4, M4 antag 7, M4 PAM 0, M5 PAM 0, CRFBP-R2 block 1, CHRM4 agonist 1, CRFR2-BP ag -0.4, CHRM5 agonist 1 and M5 antag -1.
Screening COc1cccc(CNC(=O)c2ccc3c(c2)S(=O)(=O)N=C2CCCCCN23)c1 returned IDE cell inh 3, M4 antag -3, M4 PAM 5, M5 PAM -1, CRFBP-R2 block 0, CHRM4 agonist 0, CRFR2-BP ag 0.8, CHRM5 agonist -1 and M5 antag 9.
`CCOC(=O)c1c(NC(=O)c2ccccc2C(=O)O)sc2c1CCCC2` gave IDE cell inh 1, M4 antag 7, M4 PAM -2, M5 PAM 4, CRFBP-R2 block 8, CHRM4 agonist 2, CRFR2-BP ag -1.4, CHRM5 agonist 0 and M5 antag 8.
For COC(=O)C(NC(=O)c1ccccc1C(=O)O)c1ccc2ccccc2c1 (stereo unspecified) the results were IDE cell inh 0, M4 antag -3, M4 PAM -3, M5 PAM 0, CRFBP-R2 block -4, CHRM4 agonist 0, CRFR2-BP ag -0.4, CHRM5 agonist -4 and M5 antag -6.
Screening CN1C(C(=O)NCc2ccc(OC(F)(F)F)cc2)CC2Cn3c(nc4cc5ccccc5cc43)C21 (stereo unspecified) returned IDE cell inh 4, M4 antag 0, M4 PAM 0, M5 PAM -4, CRFBP-R2 block -3, CHRM4 agonist 4, CRFR2-BP ag 0.1, CHRM5 agonist 4 and M5 antag 4.
For CCN(CC)CCNC(=O)C12CC3CC(C)(CC(C)(C3)C1)C2 the results were IDE cell inh 0, M4 antag 15, M4 PAM -13, M5 PAM -13, CRFBP-R2 block -1, CHRM4 agonist 2, CRFR2-BP ag -2.1, CHRM5 agonist -7 and M5 antag 9.
Screening COc1ccc(CN(C)C(=O)CCl)cc1 returned M4 antag 8, M4 PAM -15, M5 PAM -2, CRFBP-R2 block -1, CHRM4 agonist 0, CRFR2-BP ag -0.2, CHRM5 agonist -2 and M5 antag -3.
For COc1cccc(C2CC(C(F)(F)F)n3ncc(C(=O)O)c3N2)c1 (stereo unspecified) the results were IDE cell inh 1, M4 antag 3, M4 PAM 15, M5 PAM 3, CRFBP-R2 block 20, CHRM4 agonist 2, CRFR2-BP ag -2.1, CHRM5 agonist 3 and M5 antag -5.
`COc1ccc(NC(=O)C(=O)N/N=C(\C)CC(=O)Nc2ccccn2)c(OC)c1` gave IDE cell inh 4, M4 antag -3, M4 PAM -6, M5 PAM 2, CRFBP-R2 block 21, CHRM4 agonist 0, CRFR2-BP ag -0.5, CHRM5 agonist 3 and M5 antag -1.
COc1ccc(CN(CC(=O)NC2CCCC2)C(=O)CN2C(=O)COc3ccccc32)cc1 was read as IDE cell inh 2, M4 antag 2, M4 PAM -5, M5 PAM -4, CRFBP-R2 block -3, CHRM4 agonist 7, CRFR2-BP ag 0.7, CHRM5 agonist -1 and M5 antag 10.
For CC1(C)CC(=O)C2=C(C1)OC1OC(=O)CC21C (stereo unspecified) the results were IDE cell inh 4, M4 antag 0, M4 PAM 3, M5 PAM -2, CRFBP-R2 block 6, CHRM4 agonist 1, CRFR2-BP ag 0.2, CHRM5 agonist -1 and M5 antag 2.
`Cc1ccc(C)c(NC(=O)C(c2ccccc2)N2CCN(CC(=O)NC3CC3)CC2)c1` (stereo unspecified) gave M4 antag 0, M4 PAM 10, M5 PAM 2, CRFBP-R2 block 1, CHRM4 agonist 1, CRFR2-BP ag 0.9, CHRM5 agonist 0 and M5 antag 0.
Screening CCCOc1ccc(C2=NNC(=O)CC2)cc1 returned IDE cell inh -1, M4 antag -2, M4 PAM 0, M5 PAM 3, CRFBP-R2 block -15, CHRM4 agonist 1, CRFR2-BP ag 0.0, CHRM5 agonist -2 and M5 antag -4.
CC1CC(=Cc2ccc([N+](=O)[O-])cc2)C(=O)O1 (stereo unspecified) was read as M4 antag -4, M4 PAM 2, M5 PAM -3, CRFBP-R2 block 9, CHRM4 agonist 2, CRFR2-BP ag -2.7, CHRM5 agonist 0 and M5 antag 12.
COc1ccccc1CN1C[C@@H]2C[C@@H](c3ccc4nsnc4c3)N3CCC[C@@]23C1=O was read as IDE cell inh 19*, M4 antag -17, M4 PAM -1, M5 PAM -6, CRFBP-R2 block 0, CHRM4 agonist 3, CRFR2-BP ag -0.2, CHRM5 agonist -3 and M5 antag 0.
COc1cccc(C(=O)n2ccc(-c3cccs3)n2)c1 was read as IDE cell inh 7, M4 antag -10, M4 PAM -12, M5 PAM -10, CRFBP-R2 block 9, CHRM4 agonist 5, CRFR2-BP ag -2.9, CHRM5 agonist 3 and M5 antag 11.
For COC(=O)N/N=C/c1cc(Cl)c(OCc2ccc(F)cc2)c(OC)c1 the results were IDE cell inh 8, M4 antag 2, M4 PAM 6, M5 PAM 2, CRFBP-R2 block -12, CHRM4 agonist 0, CRFR2-BP ag -1.0, CHRM5 agonist -2 and M5 antag -5.
Screening CN(C)C(=O)c1cccc(-c2cnc3c(NC=O)cc(-c4cccc(C(F)(F)F)c4)cn23)c1 returned M4 antag -9, M4 PAM 3, M5 PAM -3, CHRM4 agonist 8, CHRM5 agonist 0 and M5 antag 4.
Screening CC(NC(=O)c1ccc(Cl)cc1)c1nnc(SCc2ccc([N+](=O)[O-])cc2)n1C (stereo unspecified) returned IDE cell inh -3, M4 antag 0, M4 PAM 8, M5 PAM 1, CRFBP-R2 block 22, CHRM4 agonist 0, CRFR2-BP ag 0.5, CHRM5 agonist -1 and M5 antag 8.
For O=C(CC[C@H]1O[C@@H](n2cnc3c(NC(=O)c4ccccc4)ncnc32)[C@H](O)[C@@H]1O)NCC(F)(F)F the results were M4 antag 4, M4 PAM -4, M5 PAM -4, CHRM4 agonist 0, CHRM5 agonist 2 and M5 antag 1.
Screening CCOC(=O)CC(=O)CSc1ccc2nnc(-c3cccc(F)c3)n2n1 returned IDE cell inh 1, M4 antag 7, M4 PAM 7, M5 PAM 5, CRFBP-R2 block 0, CHRM4 agonist 2, CRFR2-BP ag -0.9, CHRM5 agonist 3 and M5 antag -2.
Screening COc1ccc(OC)c(NC(=O)c2cc(S(=O)(=O)N3CCCCC3)c[nH]2)c1 returned IDE cell inh 0, M4 antag 1, M4 PAM 4, M5 PAM -1, CRFBP-R2 block 10, CHRM4 agonist 4, CRFR2-BP ag -1.9, CHRM5 agonist 3 and M5 antag 3.
For Cc1cccc(-c2nn(-c3ccccc3)cc2C(=O)Nc2cccc(S(=O)(=O)NC3=NCCC3)c2)c1 the results were IDE cell inh 1, M4 antag 7, M4 PAM -8, M5 PAM -5, CRFBP-R2 block -10, CHRM4 agonist 10, CRFR2-BP ag 1.7, CHRM5 agonist 2 and M5 antag 8.
CCOCCn1c(CN2CCc3ccccc3C2)nc2c1c(=O)n(C)c(=O)n2C was read as IDE cell inh 1, M4 antag 10, M4 PAM 11, M5 PAM 0, CRFBP-R2 block -9, CHRM4 agonist 0, CRFR2-BP ag -0.2, CHRM5 agonist -3 and M5 antag 9.

As a working copy, part of the list above:
Screening CC(NC(=O)c1ccc(Cl)cc1)c1nnc(SCc2ccc([N+](=O)[O-])cc2)n1C (stereo unspecified) returned IDE cell inh -3, M4 antag 0, M4 PAM 8, M5 PAM 1, CRFBP-R2 block 22, CHRM4 agonist 0, CRFR2-BP ag 0.5, CHRM5 agonist -1 and M5 antag 8.
For O=C(CC[C@H]1O[C@@H](n2cnc3c(NC(=O)c4ccccc4)ncnc32)[C@H](O)[C@@H]1O)NCC(F)(F)F the results were M4 antag 4, M4 PAM -4, M5 PAM -4, CHRM4 agonist 0, CHRM5 agonist 2 and M5 antag 1.
Screening CCOC(=O)CC(=O)CSc1ccc2nnc(-c3cccc(F)c3)n2n1 returned IDE cell inh 1, M4 antag 7, M4 PAM 7, M5 PAM 5, CRFBP-R2 block 0, CHRM4 agonist 2, CRFR2-BP ag -0.9, CHRM5 agonist 3 and M5 antag -2.
